High-throughput results (PubChem BioAssay)
POLK inh: DNA polymerase kappa (human) inhibition | purified Pol kappa, fluorescent DNA synthesis assay, 10 min | Potency, µM (top dose mostly 107 µM), without a hit: at the top dose activity, negative = inhibition, most hits filed as inhibitors | hit rate 0.53% among 400,000; further: on the % scale 0 is the no-effect control and ±100 the full control effect
Target sequence (Q9UBT6 whole entry, looked up): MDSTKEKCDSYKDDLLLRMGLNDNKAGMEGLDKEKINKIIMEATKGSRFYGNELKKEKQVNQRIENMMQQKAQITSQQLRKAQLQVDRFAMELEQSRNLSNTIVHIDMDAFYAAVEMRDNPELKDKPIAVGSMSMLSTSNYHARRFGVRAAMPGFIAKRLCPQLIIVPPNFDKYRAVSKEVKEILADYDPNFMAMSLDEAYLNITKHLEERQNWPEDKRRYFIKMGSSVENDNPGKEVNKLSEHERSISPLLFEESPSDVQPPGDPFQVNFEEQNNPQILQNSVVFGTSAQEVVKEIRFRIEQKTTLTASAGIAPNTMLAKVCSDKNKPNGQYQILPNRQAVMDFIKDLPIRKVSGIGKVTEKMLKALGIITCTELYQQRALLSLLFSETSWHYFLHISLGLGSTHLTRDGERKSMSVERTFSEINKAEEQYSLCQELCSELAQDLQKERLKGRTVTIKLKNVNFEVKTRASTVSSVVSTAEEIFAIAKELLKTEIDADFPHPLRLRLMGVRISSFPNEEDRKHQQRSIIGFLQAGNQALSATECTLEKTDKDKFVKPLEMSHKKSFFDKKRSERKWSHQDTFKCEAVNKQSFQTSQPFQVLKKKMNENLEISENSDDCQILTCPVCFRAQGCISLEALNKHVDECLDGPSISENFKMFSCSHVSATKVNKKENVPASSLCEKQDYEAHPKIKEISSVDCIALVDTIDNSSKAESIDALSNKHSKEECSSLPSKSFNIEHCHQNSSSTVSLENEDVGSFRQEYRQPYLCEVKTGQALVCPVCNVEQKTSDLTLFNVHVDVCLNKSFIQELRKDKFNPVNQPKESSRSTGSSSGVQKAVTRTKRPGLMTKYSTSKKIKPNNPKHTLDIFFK
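Pol kappa 10 nM + cpd, 15 min RT; start w/ substrate 50 nM final; fluorescence kinetic read, 0 and 10 min. Neg ctrl: buffer, no enzyme.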
POLH inh: blocks human DNA polymerase eta activity | Q9Y253 | recombinant Pol eta, fluorescent DNA replication assay | Potency, µM (highest dose often 114 µM), for inactives: at the highest dose activity change, negative = inhibition, hits mostly inhibitors | hit rate 1.2% among 390,000 | AID 588591; further: on the % scale 0 is the no-effect control and ±100 the full control effect
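Pol eta at 10 nM preincubated with compounds 15 min at room temperature; reaction started with fluorescent substrate (50 nM final) and read kinetically at 0 and 10 min.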
Pol iota inh: inhibitors of human DNA polymerase iota | hit rate 1% among 390,000 | Potency, µM (titrated, usually from 115 µM), for the others: at the highest dose activity, negative = inhibition, actives largely listed as inhibitors | Q9UNA4 | Pol iota fluorescent replication assay, 10 min | AID 588590
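Fluorescent replication assay read twice, at 0 min and 10 min after adding 50 nM (final) substrate. Enzyme (10 nM) and compounds were first incubated 15 min at room temperature; enzyme-free buffer wells were negative controls.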
Starred values were filed as active, the others as inactive; ? = inconclusive; & = joins results of further samples; [ ] = dose if it differs, or a comment. The call rests on the fitted dose curve; in most records, active means well fitted inhibition curve with a large enough effect; inconclusive means small, poorly fitted or top-dose-only effect, or another doubt; inactive means no such curve, though single readings can be large or run the other way. Potency means the concentration at half of the fitted maximal effect.

The line under a structure holds: POLK inh, POLH inh, Pol iota inh
> COC(=O)c1ccc2c(c1)N(Cc1nc(-c3ccc(Cl)cc3)oc1C)C(=O)C1CCCN21 (stereo unspecified)
  -4%, -19%, 6%
> N#Cc1ccccc1S(=O)(=O)N1CCN(C(=O)c2cccc(S(=O)(=O)N3CCCC3)c2)CC1
  0%, -16%, -11%
> COc1ccc([C@H]2/C=C\CN(C(=O)C3CC3)[C@@H](C)C(=O)N2Cc2ccc(F)cc2)cc1
  5%, -18%, 28%
> CC(C)CC(=O)Nc1ccnn1C1CCN(C(=O)c2ccccc2F)CC1
  -13%, -12%, 13%
> CCOC(=O)c1ccc(NC(=O)c2c(NCc3ccccc3)[nH]c(=O)[nH]c2=O)cc1
  4%, -12%, 61%[activator]
> CC(C)C[C@@H](CN)NC(=O)c1nc[nH]c1C(=O)N[C@@H](C)C(=O)CNC[C@H](C)NC(=O)c1nc[nH]c1C(=O)N[C@@H](C)C(=O)O
  5%, -16%, ?
> CCN(CC(=O)Nc1c(F)cccc1F)C(=O)c1cccc(S(=O)(=O)N2CCCc3ccccc32)c1
  -14%, -10%, -14%
> N#CC1(NC(=O)COC(=O)C2CCN(S(=O)(=O)c3ccc4c(c3)OCCO4)CC2)CCCCC1
  -8%, -8%, -10%
> CCOc1ccc(C(=O)NCC(=O)OCC(=O)N(C)CC(=O)Nc2ccccc2CC)cc1OCC
  -16%, -13%, 20%
> CC12CCC3(CC1CCC1OC12)OCCO3 (stereo unspecified)
  -7%, -2%, 11%
> CS(=O)(=O)N1c2ccccc2[C@]2([C@@]34C[C@H]5C(=O)N[C@@H](Cc6ccccc6)C(=O)N5[C@@H]3N(S(C)(=O)=O)c3ccccc34)C[C@H]3C(=O)N[C@@H](Cc4ccccc4)C(=O)N3[C@H]12
  -16%, -2%, -1%
> Cc1ccc(S(=O)(=O)NCC(=O)OC(C)C(=O)NCc2ccc3c(c2)OCO3)cc1 (stereo unspecified)
  -11%, 1%, 9%
> O=C(CC(c1ccccc1)C1CCCCC1=O)c1ccccc1 (stereo unspecified)
  -6%, -9%, 5%
> CCCN(C(=O)COC(=O)c1nc2nccc(C)n2n1)C1CCS(=O)(=O)C1 (stereo unspecified)
  6%, -6%, 42%[activator]
> NC1=NN(c2ccccc2)C(=O)C1
  -3%, -8%, ?
> Cc1ccccc1N=C1C(=O)Nc2ccccc21
  -12%, 0%, 15%
> F[B-](F)(F)c1cc2ccccc2s1
  13%, -19%, 36%[activator]
> O=[n+]1c2c(n([O-])c3cc(F)c(N4CCCC4)cc31)CCC2
  ?, ?, ?
> Cn1c(=O)c2c(ncn2CC(=O)Nc2ccc3c(c2)OCO3)n(C)c1=O
  -3%, -14%, -4%
> Oc1ccccc1-c1n[nH]c(-c2ccccc2O)n1
  -1%, -11%, -8%

Profiles from above. Order of values: POLK inh, POLH inh, Pol iota inh
`F[B-](F)(F)c1cc2ccccc2s1` is entered as 13%, -19%, 36%[activator]
`CCN(CC(=O)Nc1c(F)cccc1F)C(=O)c1cccc(S(=O)(=O)N2CCCc3ccccc32)c1` is entered as -14%, -10%, -14%
`COC(=O)c1ccc2c(c1)N(Cc1nc(-c3ccc(Cl)cc3)oc1C)C(=O)C1CCCN21` (stereo unspecified) is entered as -4%, -19%, 6%
`O=[n+]1c2c(n([O-])c3cc(F)c(N4CCCC4)cc31)CCC2` is entered as ?, ?, ?

(more compounds)
The line under a structure holds: POLK inh, POLH inh, Pol iota inh
> CCOC(=O)C1CC(CN2C(=O)c3ccccc3C2=O)OC1=O (stereo unspecified)
  -9%, -10%, -18%
> COc1ccc(-c2oc3cc(OC(C)=O)cc(OC(C)=O)c3c(=O)c2OC)cc1
  -9%, ?, 46%[activator]
> O=C(Nc1cccc2c1CCCC2)c1ccc(F)cc1
  2%, -10%, 180%[activator]
> Cc1cc2c(cc1C)N(Cc1ccc(Cl)cc1)C1=NCCCN12
  1%, -20%, -21%[58.9 µM]
> Oc1ccc(Cl)cc1C=NN1CCCCCC1
  -8%, 3%, 60%[activator]
> COc1ccc(C(=O)NNC(=S)NC(=O)c2ccc(F)cc2)cc1Br
  3%, -19%, 42%[activator]
> O=C(NCc1ccco1)c1ccc(C(=O)NCc2ccco2)cc1
  -13%, 12%, ?
> CC1CC(C(O)c2ccccn2)C(=O)C(C(O)c2ccccn2)C1 (stereo unspecified)
  -2%, -21%, 33%[activator]
> O=C(c1ccc(Br)cc1)N1CCN(c2ncccn2)CC1
  9%, -16%, 3%
> CCC(C)Cn1cnc2c(SCc3ccccc3F)nc(N)nc21 (stereo unspecified)
  2%, -20%, 20%
> O=C(Nc1ccccc1)N1CCN(c2ccccc2)CC1
  -6%, 5%, 65%[activator]
> COc1c(O)cccc1[C@@H](O)C1CCN(CCc2ccc(F)cc2)CC1
  3%, -14%, 28%
> O=C(Nc1ccccc1O)c1cccc(S(=O)(=O)Nc2ccccc2O)c1
  -19%, 1%, 123%[activator]
> CC(=O)NC1=CC(=C[N+](=O)[O-])C=C1O
  -10%, ?, -28%
> COc1ccc(-c2nc(CSCC(=O)N3CCN(C4CCCCC4)CC3)c(C)o2)cc1OC
  -5%, 4%, 9%
> Cc1ccc(S(=O)(=O)N2CCN(C(=O)COC(=O)c3ncc(Cl)c(Cl)c3Cl)CC2)c(C)c1
  12%, -8%, 33%
> CCCCN(CC)C(=O)C1CCC(=O)N(c2ccc(OC)cc2)C1c1ccc(OC)c(OC)c1 (stereo unspecified)
  1%, -14%, -14%
> CN(CC(=O)Nc1ccccc1Br)C(=O)C1CCN(C(=O)c2ccc(Cl)cc2)CC1
  -2%, 6%, 2%
> COc1ccc2nc(N3C(=O)C(O)=C(C(=O)c4ccco4)C3c3ccco3)sc2c1 (stereo unspecified)
  2%, -15%, -3%
> O=[N+]([O-])c1ccc(SNc2ccccc2)c([N+](=O)[O-])c1
  -19%, 1%, -4%

Ordered by length of the SMILES (rising): some entries from above
The line under a structure holds: POLK inh, POLH inh, Pol iota inh
> O=C(Nc1ccccc1)N1CCN(c2ccccc2)CC1
  -6%, 5%, 65%[activator]
> CC(=O)NC1=CC(=C[N+](=O)[O-])C=C1O
  -10%, ?, -28%
> CN(CC(=O)Nc1ccccc1Br)C(=O)C1CCN(C(=O)c2ccc(Cl)cc2)CC1
  -2%, 6%, 2%
> CCCCN(CC)C(=O)C1CCC(=O)N(c2ccc(OC)cc2)C1c1ccc(OC)c(OC)c1 (stereo unspecified)
  1%, -14%, -14%

(more compounds)
The line under a structure holds: POLK inh, POLH inh, Pol iota inh
> COc1ccc(CCNC(=O)CSc2ccc3nnc(CCNC(=O)c4ccc(C)cc4)n3n2)cc1OC
  -12%, -5%, 19%
> CCN(CC(=O)Nc1ccc(NC(C)=O)cc1)C(=O)CN1C(=O)NC(C)(c2ccc3ccccc3c2)C1=O (stereo unspecified)
  -12%, -8%, -8%
> COc1ccccc1Nc1nc(-c2ccc([N+](=O)[O-])cc2)nc2ccccc12
  -14%, -1%, 1%
> Cc1csc(NC(C)c2nc3cc(Cl)c(N4CCCCC4)cc3n2CCOCCO)n1 (stereo unspecified)
  -1%, -6%, 5%
> CCn1cc(C(=O)NC2CCCC2)c(=O)c2cc(S(=O)(=O)N3CCOCC3)ccc21
  0%, 3%, 9%
> Brc1ccc(Br)c2cnccc12
  -9%, -13%, 19%
> Fc1ccc(-c2ccc3c(c2)C2CC3CCN2Cc2ccc3c(c2)OCO3)cc1 (stereo unspecified)
  -4%, -6%, 10%
> O=C(c1cccc(Cl)c1)N1CCC2CC1c1cc(-c3ccccc3)ccc12 (stereo unspecified)
  -3%, -22%, 26%
> NC(=O)c1ncn([C@@H]2O[C@H](CNS(=O)(=O)c3cc4ccccc4s3)[C@@H](O)[C@H]2O)n1
  -3%, -17%, 37%[activator]
> CC1CCCN(C(=O)CCCNC(=O)c2ccc(Cl)cc2)C1 (stereo unspecified)
  8%, -7%, 7%

Following part
smiles | POLK inh | POLH inh | Pol iota inh
O=C(NCC(c1cccs1)N1CCOCC1)C1CCN(S(=O)(=O)c2cc(Cl)ccc2Cl)CC1 (stereo unspecified) | ? | -11% | ?
O=C1CCCC2=C1C(c1cccc(Br)c1)n1nc(-c3ccco3)nc1N2 (stereo unspecified) | 3% | -8% | 10%
OCC[C@H]1C[C@@H](O)[C@H](O)[C@@]2(CCCCO2)O1 | 5% | -15% | 4%
CCOc1ccc(CCNC(=O)COC(=O)c2cccc(S(=O)(=O)N(C)C)c2)cc1OCC | 9% | -15% | 4%
N#CC(=C1C=CC(=NO)C(Cl)=C1)c1ccc(Cl)cc1 | -15% | -22% | 4%
O=S(=O)(O)c1cc(O)c2cc(Nc3ccccc3)ccc2c1 | 32µM* | 2.8µM* | 3.2µM*
C=C(C)COc1ccc2c(c1)CCC1C2CCC2(C)C(=O)C(=NO)CC12 (stereo unspecified) | -12% | -5% | -2%
CCOC(=O)C1=C(CN2CCc3ccccc32)NC(=O)NC1c1cc(C)ccc1C (stereo unspecified) | -9% | 3% | 7%
COC(=O)c1ccc2nc3c(cc2c1)[C@@H]1CCN2C(=O)CCC[C@H](C3)[C@H]12 | 8%&4% | -12% | 49%&43%[activator]
Cc1cccc(NC(=O)c2ccccc2C(=O)Nc2cccc(C)c2)c1 | -6% | -14% | 7%[58.9 µM]
CCOC(=O)C1CC2=C(CC(C)(C)CC2=O)N(CCOC)C1=O (stereo unspecified) | 3% | -20% | 17%
Cc1onc(-c2ccccc2)c1-c1n[nH]c(=S)n1-c1ccccc1 | -8% | -2% | 2%
CCCCN(C)S(=O)(=O)c1cc2c(cc1Br)CCN2C(=O)C1CC1 | -2% | -17% | 21%
Cc1ccc(-c2nc3ncccc3o2)cc1NC(=O)c1ccc2c(c1)OCO2 | 8% | -29% | 15%
C=C(C)c1cccc(C(C)(C)NC(=O)N2CCN(c3ncccn3)CC2)c1 | 6% | -10% | -6%
CCC1(C)Cc2c(C#N)c(SC)nc(N3CCOCC3)c2CO1 (stereo unspecified) | -4% | -1% | 19%
CC(=O)Nc1ccc(N=Nc2ccccc2)cc1[N+](=O)[O-] | -22% | -14% | 21%
CC(=O)N1CCN(C(=O)CCCNC(=O)c2ccc(Cl)cc2)CC1 | 2% | -13% | 16%
O=C(O)CC1Cc2ccccc2C1C(=O)O (stereo unspecified) | -13% | -11% | -29%
COc1cc2c(cc1OC)C(c1ccc(Br)cc1)NCC2 (stereo unspecified) | -6% | 7% | 18%
N#CCOc1ccccc1CNC[C@H]1O[C@@H](n2cnc(C(N)=O)n2)[C@H](O)[C@@H]1O | 0% | -15% | 11%
Cc1cccc2cc(CN(Cc3nnnn3C3CCCC3)C3CCCCC3)c(=O)[nH]c12 | 4% | -12% | 26%
CCCCCCn1c(CN2CCN(C(=O)OCC)CC2)nc2c1c(=O)n(C)c(=O)n2C | 1% | -3% | 30%[activator]
Cc1ccc(C)c(N(CC(=O)N2CCc3ccccc3C2)S(C)(=O)=O)c1 | 4% | 2% | -4%
NC(=O)C1C(=O)c2ccccc2C1(C[N+](=O)[O-])c1ccccc1 (stereo unspecified) | -8% | -15% | 73%[activator]
N#Cc1ccc(CCc2ccccc2)[nH]c1=O | -9% | -17% | 18%
CC(=O)Nc1ccc(S(=O)(=O)NCC2CCCO2)cc1 (stereo unspecified) | -10% | -18% | 38%[activator]
O=C(O)C[C@H]1c2cc(C(F)(F)F)ccc2S(=O)(=O)N1C1CCN(Cc2ccccc2)CC1 | -8% | -16% | 26%
Cc1cc(C)c(CN2CCN(CCCn3cnc(C(=O)Nc4ccc(C)c(C)c4)n3)CC2)c(C)c1 | -20% | -22% | 0%
O=C1C(=Cc2ccco2)CCC1=Cc1ccco1 | 5µM* | 0.79µM* | ?
CN(C(=O)c1cccc(NC(=O)Cc2ccc(NC(=O)C3CCN(C(=O)C4CCCC4)CC3)cc2)c1)C1CCCCC1 | 19% | -14% | -10%
NNC(=O)C1C(O)CCC2CN3CCc4c([nH]c5ccccc45)C3CC21 (stereo unspecified) | -5% | -8% | 24%
CCOC(=O)Cn1c(=O)c(-c2ccccc2NCc2ccccc2)nc2ccccc21 | -5% | 3% | 2%
O=C1C=C(O)c2[nH]c(=O)ccc2C1=O | ? | 18µM* | 18µM*
Cc1ccc(NC(=O)c2ncn(CCCN3CCN(Cc4cccc5ccccc45)CC3)n2)cc1C | -24% | -16% | -19%
O=[N+]([O-])c1ccc(CC(Cl)c2ccccn2)cc1 (stereo unspecified) | -1% | -12% | -2%
CCN(CC)CCOCCn1c(C)ccc1C | 0% | -19% | 30%[activator]
CCOc1cccnc1Sc1ccccc1 | -4% | 5% | -17%
CCn1c(NCc2c[nH]c3ccccc23)nc2ccccc21 | 5% | -3% | -11%
O=S(c1ccccc1)C(c1ccccc1)c1ccccc1 (stereo unspecified) | -10% | -25% | 77%[activator]
Cn1c(=O)c2[nH]c(C3CC3)nc2n(C)c1=O | -14% | -16% | 10%
O=C(CN1CCOCC1)Nc1cccc(C(F)(F)F)c1 | -1% | -9% | 145%[activator]
CSC1SCC2C(=O)N(C)C(C(C)C)C(=O)OCC(NC(=O)c3cnc4ccccc4n3)C(=O)NC(C)C(=O)N(C)C1C(=O)N(C)C(C(C)C)C(=O)OCC(NC(=O)c1cnc3ccccc3n1)C(=O)NC(C)C(=O)N2C (stereo unspecified) | -100% | -99% | 0.32µM*

An excerpt (hit frequency here may not be typical).
